PrPC TRFRET – inhibitors of human cell surface prion protein PrPC; inhibition, % at 13.8 µM; AID 720596; 370,000 compounds, 0.43% hits; P04156; TR-FRET read-out; in the data active means inhibition above about 24%; further: 0% = median of the test wells and 100% = reference compound wells
Yp Topo-I inh – inhibitors of Yersinia pestis topoisomerase I; Y. pestis Topo-I cleavage product accumulation, plate reader; AID 504884; activity, % at 10 µM; 360,000 compounds, 0.064% hits; in the data active means activity above about 50%, passing the limit was not always enough; further: inactives centre near 2
BoNT A protease – inhibitors of Botulinum neurotoxin A light chain protease | inhibition, % at 10 µM | multiplex microsphere protease substrate cleavage, flow cytometry | 360,000 compounds, 0.17% hits; further: plate controls were buffer without enzyme for full effect and enzyme alone for no effect
Vc quorum ag – inducers of Vibrio cholerae quorum light production without autoinducers; V. cholerae BH1578 lux reporter, luminescence, 6 h; activation, % at 18.7 µM; 350,000 compounds, 0.16% hits; AID 588436; in the data active means activation mostly above about 9.7%, no sharp cut-off; further: not every result past the cut was called active; inactives centre near 0; reference of the scale not given here
PfHsp40 rescue – rescue of PfHsp40-mediated yeast toxicity | 340,000 compounds, 0.68% hits | S. cerevisiae expressing PfHsp40, growth rescue, ATP luminescence | growth rescue, % at 12.5 µM; in the data active means growth rescue above about 28%, passing the limit was not always enough;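 further: yeast W303a lacking pdr1 and pdr3 grown in galactose medium; growth measured after three days at 30 °C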
SSB-PriA inh – inhibitors of Klebsiella pneumoniae PriA binding to SSB C-terminal tail | AlphaScreen SSBct-PriA binding, biotinylated peptide | inhibition, % at 33 µM | 430,000 compounds, 0.6% hits | AID 1272365; in the data active means inhibition mostly above about 37%, no sharp cut-off; inactive means mostly below about 20%;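 further: plate controls were negative control peptide for no effect and reference peptide for full effect; strong numbers were not always called active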
TcdB inh – inhibitors of Clostridioides difficile toxin B glycohydrolase | 350,000 compounds, 0.24% hits | TcdB glycohydrolase enzymatic assay, plate reader | inhibition, % at 9.99 µM; in the data active means inhibition above about 10%
Anthrax LF prot – blocks Bacillus anthracis lethal factor protease; P15917; AID 588501; 360,000 compounds, 0.12% hits; inhibition, % at 10 µM; multiplex microsphere protease cleavage assay, LF; further: plate controls were buffer without enzyme for full effect and enzyme alone for no effect
3CLpro inhibitor – SARS-CoV 3CLpro protease inhibition; inhibition, % at 6 µM; P0C6X7; recombinant SARS-CoV 3CLpro, quenched FRET peptide cleavage; 290,000 compounds, 0.14% hits; in the data active means inhibition above about 12%
* hit, by the source's call; i = inactive; nt = no result given. Unless noted, no stated cut-off is given here; in the data, active means inhibition above about 30%; inconclusive means no clear call, values can overlap the other calls; inactive means below that. Some of the compounds tested, so the mix of outcomes need not match the whole.

cpd	SMILES	PrPC TRFRET	Yp Topo-I inh	SSB-PriA inh	BoNT A protease	Anthrax LF prot	3CLpro inhibitor	PfHsp40 rescue	TcdB inh	Vc quorum ag
1	Cc1ccc(CNc2ncnc3cc(Cl)ccc23)o1	23.4	1.3	-5.6	0.1	-2.2	0.5	0.2	nt	-0.6
2	COc1ccc(C2C(C#N)=C(C)NC(C)=C2C#N)c(OC)c1	0.8	1.7	8.5	-0.3	-4.1	1.1	-0.8	-0.9	-0.4
3	COc1cc(CNCCO)cc(Br)c1OCc1ccccc1Cl	-12.0	-8.0	0.0	-0.6	-5.2	3.4	-0.8	nt	i
4	Cc1ccc(N(Cc2cc(=O)[nH]c3ccccc23)C(=O)CCl)c(C)c1	-1.8	14.2	-13.3	-3.1	-5.0	2.2	-1.0	-0.5	2.2
5	CC(=O)N1CCN(C2=NC(=O)C(=C3CCCCC3)S2)CC1	-1.4	-0.6	-12.0	0.0	-3.3	4.0	-1.0	nt	-0.7
6	Cc1ccccc1Cn1c(=O)n(CCCC(=O)NCc2ccco2)c(=O)c2ccccc21	3.4	0.8	-3.5	0.3	0.5	-2.4	0.1	nt	i
7	C=CCOc1ccccc1CN1CCC(C(=O)Nc2cccc(-c3ccn[nH]3)c2)CC1	-7.7	-8.3	-0.4	-3.2	1.0	-0.5	1.4	0.7	-0.2
8	CCCc1nc2ccccc2c(=O)n1/N=C/c1ccccc1O	4.4	-9.8	nt	-0.4	-3.9	-1.3	0.4	nt	-0.2
9	O=c1[nH]c(SCc2ccccc2)nc2ccsc12	-2.2	7.1	-12.1	-0.8	-4.3	-1.5	nt	1.4	-0.4
10	CCN(CC)c1ccc2nc3ccccc3[n+](CC)c2c1	nt	130.6*	41.8*	1.5	1.2	0.9	-1.3	nt	0.8
11	COc1ccc(S(=O)(=O)N2CCOCC2)cc1NC(=O)c1ccc(S(=O)(=O)N2CCCCC2)cc1	3.9	10.7	-15.2	-0.9	0.4	nt	3.1	5.0	0.9
12	COc1ccc(Cl)c2sc(N3CCN(C(=O)C4=COCCO4)CC3)nc12	-1.3	40.6	-3.1	-1.0	-4.8	nt	-0.4	1.3	-1.8
13	COC(C(=O)Nc1ccnn1C1CCN(Cc2ccc(C)o2)CC1)c1ccccc1 (stereo unspecified)	0.4	3.7	-6.9	6.3	-2.5	0.7	-3.3	1.0	i
14	CN(C)CC/C=C1\c2ccc(F)cc2Sc2cc(F)c(Cl)cc21	-6.8	-13.7	10.2	-8.3	-0.9	nt	nt	1.7	-0.4
15	COc1ccccc1CC(=O)N1CCN(c2ccc([N+](=O)[O-])cc2)CC1	-24.4	8.9	6.8	-0.6	-3.9	2.1	0.4	-0.3	i
16	CC(NCc1ccc(Cl)c(Cl)c1)C(O)c1ccccc1 (stereo unspecified)	5.6	-10.3	-5.5	0.1	-2.0	2.5	1.0	2.0	-0.9
17	COc1ncnc2c1ncn2CCCN1CCN(C(=O)C2CC2)CC1	-4.9	0.3	nt	-0.4	-6.4	nt	nt	0.4	i
18	COc1cc2c(cc1OC)C(C)N(C(=O)c1cc(Cl)nc(Cl)c1)CC2 (stereo unspecified)	8.0	-4.1	7.2	2.1	27.9	-0.4	-3.3	-0.3	i
19	CNc1c([N+](=O)[O-])cnn1-c1ccc(Cl)cc1Cl	-6.8	13.0	-6.5	-4.8	-3.1	5.1	1.2	nt	-11.4
20	CCOC(=O)c1cc(S(=O)(=O)Nc2cccc(OC)c2)cn1C	4.5	0.1	-5.6	1.2	-0.1	-3.7	-1.6	1.0	-0.4
21	O=C(Nc1ncccc1O)c1cccc(S(=O)(=O)N2CCCc3ccccc32)c1	-4.1	8.9	11.5	-1.3	0.3	nt	62.3*	0.4	-10.8
22	O=C(CN1C(=O)CCC1=O)Nc1nc(-c2ccc(Cl)s2)cs1	-4.8	2.2	-3.3	-0.4	-0.6	0.9	0.9	-9.4	-0.2
23	Cc1cc(C)c(S(=O)(=O)c2ccccc2C)c(OCCN(C)C)n1	4.3	-2.6	-1.2	-0.7	2.8	1.6	-1.0	0.1	1.2
24	COc1ccc2ccc3c(c2c1)N=CC1(O3)N(C)c2ccccc2C1(C)C (stereo unspecified)	nt	-4.4	6.4	-1.3	-0.4	-0.4	-0.7	nt	i
25	Cc1cccc(OCC(=O)Nc2nonc2NC(=O)COc2cccc(C)c2)c1	-8.3	10.3	-13.2	-0.4	-1.4	1.3	-0.9	nt	1.2
26	CC1=C(C(=O)N(C)C)CC(CC(=O)NCCc2ccccn2)C(=O)N1CCCN1CCCC1=O (stereo unspecified)	-0.1	-1.4	nt	-0.3	0.8	nt	nt	-1.1	i
27	COc1ccc(-c2nc3ccc(Br)cn3c2Cc2ccsc2)cc1OC	-0.1	nt	nt	28.7	12.7	nt	nt	1.6	nt
28	CCOC(=O)c1[nH]c(C(=O)O)c(OC(=O)CC)c1C	6.9	-0.2	5.0	-5.0	-6.3	-1.2	-0.7	-0.2	11.1
29	Cc1ccc(/C=N/Nc2ccc(Cl)nn2)cc1	-5.0	1.3	i	-0.1	-1.2	-3.4	-0.6	0.3	-0.4
30	Cc1ccc(S(=O)(=O)NCCCN2CCOCC2)c(C)c1	5.6	1.3	-4.2	-0.3	2.7	0.5	0.6	nt	0.3
31	O=C(CN1CCN(c2ccc(Cl)cc2)CC1)c1ccccc1	8.0	1.6	-0.9	0.8	-4.3	4.0	-0.8	0.0	1.4
32	CCN(CC)S(=O)(=O)c1ccc(N2CCCC2)c(NS(=O)(=O)c2cccs2)c1	2.6	4.2	-1.6	5.6	-0.5	-2.6	-0.3	-9.2	-0.2
33	COCCNC(=O)c1ccc(CS(=O)(=O)c2ccc(Cl)cc2)o1	-7.4	2.2	-18.4	-0.3	-4.2	-1.2	0.3	nt	i
34	O=[N+]([O-])c1ccc(N2CCN(c3ccc(F)cc3)CC2)nc1	-5.7	1.5	3.8	-4.3	5.3	1.9	0.2	1.9	i
35	CCOC(=O)N1CCN(C(=O)C(=O)Nc2sc3c(c2C(=O)O)CC(C)(C)OC3)CC1	2.8	-2.4	-8.0	0.3	-1.5	-6.4	0.3	-1.7	-0.3
36	Cc1ccccc1COc1ccc(/C(O)=C2/C(=O)C(=O)N(CCCn3ccnc3)C2c2ccco2)cc1 (stereo unspecified)	5.9	7.1	nt	-2.2	-5.7	nt	1.8	nt	-2.2
37	CCOc1ccc(-c2cc(C)[n+](CCc3ccc(OC)c(OC)c3)c(-c3ccc(OCC)cc3)c2)cc1	-14.9	24.9	20.8	2.8	-2.2	-3.5	3.9	3.0	i
38	Cc1cc2ccccn2c1C(=O)c1nc(NCc2ccco2)ncc1Cl	-4.5	13.3	-4.2	-0.3	-2.0	1.9	0.8	0.4	-0.5
39	COc1ccc(C2=Nc3ccc(C)cc3C(c3ccccc3)N2CC(=O)NN)cc1 (stereo unspecified)	-9.2	11.1	1.5	-0.5	-5.0	9.7	nt	-0.2	-0.4
40	CCCCCC(=O)N[C@@H](c1ccccc1)[C@@H](O)C(=O)O[C@H]1C[C@@]2(O)[C@@H](OC(=O)c3ccccc3)C3[C@](C)(C(=O)[C@H](O)C(=C1C)C2(C)C)[C@@H](OC1OCC(O)C(O)C1O)C[C@H]1OC[C@@]31OC(C)=O (stereo partly specified)	-8.6	29.0	7.1	-0.3	-0.1	-2.9	-1.4	0.1	1.4

Some of these compounds in order of molar mass, largest number first.
cpd	SMILES	PrPC TRFRET	Yp Topo-I inh	SSB-PriA inh	BoNT A protease	Anthrax LF prot	3CLpro inhibitor	PfHsp40 rescue	TcdB inh	Vc quorum ag
36	Cc1ccccc1COc1ccc(/C(O)=C2/C(=O)C(=O)N(CCCn3ccnc3)C2c2ccco2)cc1 (stereo unspecified)	5.9	7.1	nt	-2.2	-5.7	nt	1.8	nt	-2.2
26	CC1=C(C(=O)N(C)C)CC(CC(=O)NCCc2ccccn2)C(=O)N1CCCN1CCCC1=O (stereo unspecified)	-0.1	-1.4	nt	-0.3	0.8	nt	nt	-1.1	i
32	CCN(CC)S(=O)(=O)c1ccc(N2CCCC2)c(NS(=O)(=O)c2cccs2)c1	2.6	4.2	-1.6	5.6	-0.5	-2.6	-0.3	-9.2	-0.2
39	COc1ccc(C2=Nc3ccc(C)cc3C(c3ccccc3)N2CC(=O)NN)cc1 (stereo unspecified)	-9.2	11.1	1.5	-0.5	-5.0	9.7	nt	-0.2	-0.4
38	Cc1cc2ccccn2c1C(=O)c1nc(NCc2ccco2)ncc1Cl	-4.5	13.3	-4.2	-0.3	-2.0	1.9	0.8	0.4	-0.5
33	COCCNC(=O)c1ccc(CS(=O)(=O)c2ccc(Cl)cc2)o1	-7.4	2.2	-18.4	-0.3	-4.2	-1.2	0.3	nt	i
34	O=[N+]([O-])c1ccc(N2CCN(c3ccc(F)cc3)CC2)nc1	-5.7	1.5	3.8	-4.3	5.3	1.9	0.2	1.9	i
29	Cc1ccc(/C=N/Nc2ccc(Cl)nn2)cc1	-5.0	1.3	i	-0.1	-1.2	-3.4	-0.6	0.3	-0.4

The listing continues.
cpd	SMILES	PrPC TRFRET	Yp Topo-I inh	SSB-PriA inh	BoNT A protease	Anthrax LF prot	3CLpro inhibitor	PfHsp40 rescue	TcdB inh	Vc quorum ag
41	CCc1c(O)nc(SCC(=O)Nc2ccc(Br)cc2)n(-c2ccc(C)cc2)c1=O	-1.8	4.4	-1.5	-2.6	-3.0	6.2	0.1	-1.3	0.9
42	COc1ccccc1CN(C)C(=O)c1cc2ccccc2o1	-4.1	25.9	-3.4	-2.5	-0.9	-2.0	0.9	0.8	i
43	CNC(=S)N/N=C/c1c(C)c(C(=O)c2ccc(F)cc2)n2ccccc12	0.2	-7.7	nt	-3.1	1.9	3.0	1.9	1.0	0.9
44	Cc1cc(Cn2nc(C(=O)NCC3CC3)cc2-c2ccccc2)on1	3.9	2.6	-5.5	-0.6	-1.6	nt	0.7	2.1	i
45	O=C(COC(=O)CNC(=O)c1ccccc1F)NC12CC3CC(CC(C3)C1)C2	2.8	8.5	-7.6	-0.8	-5.3	nt	0.2	1.4	i
46	CCCCSc1nc2c([nH]1)c(=S)n(C)c(=O)n2C	-0.6	9.4	-13.3	0.4	-1.4	nt	0.2	1.5	0.0
47	CC(=O)C1=C(C)N(Cc2ccccc2)C(=O)N[C@H]1c1ccco1	-4.3	-6.3	-0.4	0.0	0.2	nt	-0.2	1.0	-11.1
48	Cc1nn(C(=O)c2ccoc2C)c(N)c1-c1ccccc1	-4.9	4.7	-15.4	-1.1	-0.5	nt	0.2	2.9	-0.3
49	O=C(O)c1nccnc1C(=O)Nc1ccc(Cl)cn1	6.0	3.4	-14.7	-0.9	-3.2	-2.8	-0.9	-0.9	i
50	O=C(c1ccc2c(=O)n(-c3ccccc3)c(=S)[nH]c2c1)N1CCN(c2ccccc2)CC1	6.5	17.6	-14.9	4.0	-1.7	nt	0.8	-1.0	i
51	O=C(Cn1cc2c(n1)CCCC2)NC1CCCCCC1	13.4	9.0	-14.8	-1.1	-6.7	-0.5	-0.2	-0.7	-0.4
52	COc1cc(/C=N\NC(=O)c2nonc2N)c(OC)cc1Br	14.6	-1.9	nt	-0.1	0.0	-1.5	-0.7	-0.9	i
53	O=C(Nc1cc(C(F)(F)F)ccc1N1CCOCC1)c1ccco1	1.9	3.2	-19.0	-1.2	-3.6	-3.7	-0.4	-0.5	-7.1
54	Cc1ccc(NNC2CC(=O)N(c3cccc(Cl)c3)C2=O)cc1 (stereo unspecified)	7.8	5.4	10.1	1.1	-5.8	2.2	6.5	0.6	-1.8
55	CCC1(CC)C(=N)N(C)C(=O)NC1=O	0.3	0.0	-3.1	-0.4	-1.7	-4.4	-0.8	1.7	-0.2
56	O=C(Nc1ccc([N+](=O)[O-])cc1)C1(c2ccccc2)CCOCC1	-15.8	2.7	2.1	-0.4	-3.3	-1.6	15.7	1.4	-0.2
